CHT block – inhibitors of human choline transporter CHT; Q9GZV3; CHT-expressing cells, membrane potential dye, choline response; hits give low values; B-score at 10 µM; actives 0.86% (n = 310,000); AID 488975;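 active = B-score over 3 SD under the library average, and starting fluorescence ratio not unusually high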;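 note: choline stimulus applied at its EC90 after an EC20 pre-addition; B-score computed on integrated fluorescence ratio after choline addition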
Target sequence (Q9GZV3 whole entry, looked up): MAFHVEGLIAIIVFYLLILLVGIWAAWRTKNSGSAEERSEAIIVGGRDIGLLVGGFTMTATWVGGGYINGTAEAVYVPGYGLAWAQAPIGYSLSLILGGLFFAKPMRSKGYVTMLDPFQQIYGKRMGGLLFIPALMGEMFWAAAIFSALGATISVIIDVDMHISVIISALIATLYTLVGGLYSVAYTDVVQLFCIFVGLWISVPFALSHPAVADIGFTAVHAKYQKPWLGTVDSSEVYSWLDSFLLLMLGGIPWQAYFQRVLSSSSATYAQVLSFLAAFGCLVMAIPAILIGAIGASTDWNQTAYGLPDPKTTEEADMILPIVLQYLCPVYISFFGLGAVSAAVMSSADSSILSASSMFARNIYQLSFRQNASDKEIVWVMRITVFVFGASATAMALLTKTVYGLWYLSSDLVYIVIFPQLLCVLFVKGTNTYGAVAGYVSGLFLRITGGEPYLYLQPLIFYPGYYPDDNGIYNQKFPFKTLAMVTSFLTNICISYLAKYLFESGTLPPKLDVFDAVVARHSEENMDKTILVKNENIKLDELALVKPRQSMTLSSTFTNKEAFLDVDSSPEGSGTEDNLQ
Kir21 inh – Kir2.1 (mouse) channel inhibition. P35561. HEK293-Kir2.1, FluxOR thallium flux fluorescence; hits give low values. actives 0.85% (n = 310,000). B-score at 10 µM;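 active = fluorescence ratio B-score at or below minus 3 SD of library scores, with starting-brightness B-score within 2 SD, cut at about -4.2 in these data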;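 note: channel flux triggered by added potassium and thallium sulfate stimulus; B-score of peak minus minimum fluorescence over baseline after thallium stimulus; more negative B-score means stronger Kir2.1 block with less thallium influx; some compounds called inactive have numbers as strong as hits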
Target sequence (P35561 whole entry, looked up): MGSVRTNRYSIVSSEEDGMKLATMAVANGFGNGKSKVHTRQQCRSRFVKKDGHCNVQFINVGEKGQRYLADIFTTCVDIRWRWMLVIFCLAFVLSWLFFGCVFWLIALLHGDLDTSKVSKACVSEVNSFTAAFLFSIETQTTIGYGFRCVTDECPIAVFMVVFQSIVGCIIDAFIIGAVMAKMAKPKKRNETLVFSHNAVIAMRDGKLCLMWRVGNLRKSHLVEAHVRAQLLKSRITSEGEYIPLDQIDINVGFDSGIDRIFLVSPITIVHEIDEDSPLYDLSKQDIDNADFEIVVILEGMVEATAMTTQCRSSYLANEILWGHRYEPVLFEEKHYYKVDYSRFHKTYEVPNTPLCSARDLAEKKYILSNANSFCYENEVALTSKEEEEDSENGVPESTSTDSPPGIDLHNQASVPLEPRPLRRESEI
An asterisk follows results filed as active; i = inactive; x = not tested or not shown.

Every second line gives: CHT block	Kir21 inh
- O=C1NC2(CCCCC2)C(=O)N1c1cccc(Cl)c1
→ i	-0.06
- CC1(C)CC(=O)C(/C=N/c2ccccn2)=C(O)C1
→ i	0
- COc1ccc(OC)c(NC(=O)CSc2ccccc2)c1
→ i	-0.22
- CNC(=O)c1nn(-c2ccc(C)cc2)ccc1=O
→ i	-0.39
- O=C(COc1cc2oc(=O)c3c(c2cc1Cl)CCC3)NCCCN1CCCC1=O
→ i	-1.1
- CSCCC(NC(=O)c1ccco1)C(=O)OCc1cc([N+](=O)[O-])cc2c1OCOC2 (stereo not given)
→ i	2.2
- CCCCNS(=O)(=O)c1cc2c3c(c1)CCN3C(=O)CC2
→ i	-2.2
- CC1=C(C(=O)N2CCOCC2)C(c2ccc(Cl)cc2)NC(=S)N1 (stereo not given)
→ i	0.45
- O=C(Nc1ccccc1)N1CCC(C(=O)N2CCN(c3ccccc3F)CC2)CC1
→ i	-0.6
- CCOC(=O)c1ccc(Nc2c(OCC)c(=O)c2=O)cc1
→ i	0.81
- Cc1ccc(C(=O)NCCCNC(=O)COc2ccc(Cl)cc2)cn1
→ i	1
- COC(CNS(=O)(=O)c1cccc2nonc12)OC
→ i	0.19
- O=C(CCc1ccncc1)NC1CCCc2c1cnn2-c1cc(F)cc(F)c1 (stereo not given)
→ i	0.01
- CC(C)C(=O)Nc1c(-c2ccccc2)c(=O)c2ccccc2n1C
→ i	-0.01
- COc1ccc(CC(=O)NNC(=O)c2ccco2)cc1
→ i	1.2
- COc1ccc(C2C(C(=O)NCCN3CCOCC3)c3ccccc3C(=O)N2C2CCCCC2)cc1 (stereo not given)
→ i	2.1
- COc1ccc(CCN(CC(=O)NCc2ccc(F)cc2)C(=O)c2snc(C(N)=O)c2N)cc1OC
→ i	-0.35
- CC(C)c1ccc(/C=C2\SC(N3CCCC3)=NC2=O)cc1
→ i	-1.3
- O=C(Cc1ccc(Br)cc1)Nc1ccc(S(=O)(=O)N2CCCC2)cc1
→ i	1.5
- O=C(CCc1ccccc1)Nc1cccnc1
→ i	0.55
- COCOc1ccc(C2CC(=O)c3c(OCOC)cc(OCOC)cc3O2)cc1 (stereo not given)
→ i	0.77
- Cc1cc(/N=C/N(C)C)on1
→ i	1.7
- COc1ccc(CCN2C(=O)C3C4C=CC(C5CC45)C3C2=O)cc1OC (stereo not given)
→ i	-0.93
- CSc1ccc(NC(=O)NCCCN2CCN(c3ccccc3F)CC2)cc1
→ i	0.15
- COCc1nc2oc3ccc(F)cc3c(=O)c2cc1C(=O)OC
→ i	0.03
- C/C(Cc1ccccc1)=N/NC(=O)CNC(=O)C(c1ccccc1)c1ccccc1
→ i	-0.85
- CC1CCCC(NC(=O)C2CCN(S(=O)(=O)N3CCC4(CC3)OCCO4)CC2)C1C (stereo not given)
→ i	1.8
- Cc1ccc(Oc2c(C(N)=O)cc([N+](=O)[O-])cc2[N+](=O)[O-])cc1
→ i	-5.5*
- NNC(=O)CSCc1nc(-c2ccccc2)cs1
→ i	-0.47
- O=C(C1CCCO1)N1CCN(C(=S)Nc2ccccc2)CC1 (stereo not given)
→ i	-0.01

Exported in CSV form: part of the list above.
SMILES,CHT block,Kir21 inh
CSc1ccc(NC(=O)NCCCN2CCN(c3ccccc3F)CC2)cc1,i,0.15
COCc1nc2oc3ccc(F)cc3c(=O)c2cc1C(=O)OC,i,0.03
C/C(Cc1ccccc1)=N/NC(=O)CNC(=O)C(c1ccccc1)c1ccccc1,i,-0.85

(listing goes on)
Every second line gives: CHT block	Kir21 inh
- O=C(O)CC(NCc1ccco1)C(=O)Nc1cccc(O)c1 (stereo not given)
→ i	1.1
- CCN(CC)Cc1c(C(=O)N/N=C/c2c(Cl)cccc2Cl)nnn1-c1nonc1N
→ i	2.2
- CCOc1ccc(/C=C(\C#N)C(=O)NC2CC2)c(OCC)c1
→ i	1.5
- NNC(=O)c1[nH]c2ccc(Cl)cc2c1-c1ccccc1
→ i	0.11
- COc1ccc(C(=O)Nc2ccc3oc(-c4cccc(F)c4)nc3c2)cc1OC
→ i	0.28
- CC(OC(=O)CCC(=O)c1ccccc1)C(=O)Nc1ccc(F)cc1 (stereo not given)
→ i	-0.48
- Cc1cc(C(=O)NCc2cccs2)cs1
→ i	-0.01
- O=C(CNC(=O)[C@@H]1Cc2ccccc2CN1)NC1CCCC1
→ i	0.82
- CCC(C)NC(=O)C1CCN(C(=O)N(C)C)CC1 (stereo not given)
→ i	-0.03
- O=C(CN(Cc1ccco1)C(=O)Cn1nnc(-c2ccc(F)cc2)n1)NC1CCCC1
→ i	-0.81
- Cc1oc(C(=O)O)cc1COc1ccc2c(C)cc(=O)oc2c1
→ i	0.01
- Cc1cccc(N2CC(C(=O)Nc3ccc(S(=O)(=O)NCC4CCCO4)cc3)CC2=O)c1C (stereo not given)
→ i	0.03
- Nc1cccc2c1nnn2C1OC(CO)C(O)C(O)C1O (stereo not given)
→ i	-0.35
- Cc1ccccc1C(=O)NC1CCN(C(=O)N2CCOCC2)CC1
→ i	0.54
- CCC1CCc2sc(C(=O)NCC(c3ccc(OC)cc3)N3CCCC3)cc2C1 (stereo not given)
→ i	-1.5
- Cc1nc(N2CCN(c3ccc(Cl)cc3)CC2)[nH]c(=O)c1C
→ i	1.5
- Cc1ccc(S(=O)(=O)NC(=O)Nc2nc(-c3ccc(F)c(F)c3)cs2)cc1
→ i	1.6
- Cc1cc([N+](=O)[O-])nn1CC(=O)NCc1ccccc1
→ i	0.03
- O=C(Nc1ccc2oc(=O)ccc2c1)c1cc([N+](=O)[O-])ccc1N1CCOCC1
→ i	0.82
- O=C(Nc1ccccc1Cl)NC1(C(=O)NCc2ccncc2)CCCCC1
→ i	-0.04
- COc1ccc(C2NC(=S)NC3=C2N2CCC3CC2)cc1 (stereo not given)
→ i	0.94
- CCN(CC)c1ccc(/C=C2/C(=O)N(c3ccc([N+](=O)[O-])cc3)N=C2N2CCOCC2)cc1
→ i	1.1
- COc1ccccc1CNS(=O)(=O)c1ccc2c(c1)NC(=O)CO2
→ i	0.06
- COc1cccc(NC(=O)NCc2ccccc2Cl)c1
→ i	0.03
- CNC(=O)N(O)C1N(/N=C/c2ccccc2O)C(=S)SC1(C)C (stereo not given)
→ i	0.29
- COc1ccc(CN2C(=O)c3cccnc3C2Nc2ccc(C)cc2)cc1 (stereo not given)
→ i	1.2
- Cn1c(/C(C#N)=C(\O)c2ccc(Br)s2)nc2ccccc21
→ i	0.11
- COc1cccc(NC(=O)CSc2nc3c(c(-c4ccco4)c2C#N)CCCC3)c1
→ i	-0.29
- O=C(Nc1cccc2cccnc12)c1cc(F)c(F)cc1Cl
→ i	-0.68
- CCOC(=O)C1CCN(S(=O)(=O)Cc2ccccc2)CC1
→ i	0.02

Rewritten with values ahead of the structure: 3 of the compounds above.
CHT block	Kir21 inh	SMILES
i	0.03	Cc1cccc(N2CC(C(=O)Nc3ccc(S(=O)(=O)NCC4CCCO4)cc3)CC2=O)c1C (stereo not given)
i	-0.35	Nc1cccc2c1nnn2C1OC(CO)C(O)C(O)C1O (stereo not given)
i	0.54	Cc1ccccc1C(=O)NC1CCN(C(=O)N2CCOCC2)CC1

The list goes on.
Every second line gives: CHT block	Kir21 inh
- Cc1cc(C)n2nc(C(=O)NCCc3ccccc3)nc2n1
→ i	2.4
- COc1ccc(OC)c(N(CC(=O)Nc2ccccc2F)S(=O)(=O)c2ccccc2)c1
→ i	1.6
- Cc1ccc(-n2ncc(C(=O)Nc3cc(Cl)cc(Cl)c3)c2C2CCNCC2)cc1C
→ x	-7.3*
- CC(C)(C)c1cc[n+](/C(C(=S)NC2CC2)=C(/[O-])c2ccc(Cl)s2)cc1
→ i	0.38
- COc1ccc(C(=O)C2CCCN(C(=O)CSC)C2)cc1OC (stereo not given)
→ i	-0.74
- CCNC(=O)OCc1cn(-c2ccc(Cl)cc2)nn1
→ i	0.18
- Cc1cccc(C(=O)NCCc2n[nH]c(=S)n2C)c1
→ i	0.18
- COCCCNC(=O)Cn1nc(-c2ccccc2OC)ccc1=O
→ i	0.88
- CCNC(=O)C1CCCN1S(=O)(=O)c1ccc(OC)cc1 (stereo not given)
→ i	0.23
- CCOc1ccc(C(C)=O)cc1N1C(=O)C2C3C=CC(O3)C2C1=O (stereo not given)
→ i	0.9
- COc1cc(/C=C/C(=O)c2ccc3c(c2)OCO3)cc(Cl)c1O
→ i	-9.7
- Cc1ccc2oc(=O)c3cc(C(=O)NCc4ccco4)sc3c2c1
→ i	-0.21
- CC1CCCCC1NC(=S)Nc1cccc(S(=O)(=O)N(C)C)c1 (stereo not given)
→ i	-0.49
- O=C1C(NS(=O)(=O)c2ccc(Cl)cc2)=C(N2CCCCC2)C(=O)c2ccccc21
→ i	1.6
- CCOC(=O)C(C)Sc1nc(=O)n2cc(C)ccc2n1 (stereo not given)
→ i	0.67
- O=C(CNCc1ccco1)Nc1cc(S(=O)(=O)N2CCOCC2)ccc1N1CCCC1
→ i	1.7
- COc1cc(C(=O)Nc2ccc3c(c2)OCO3)c([N+](=O)[O-])cc1OC
→ i	0.74
- COCCn1c(Cc2ccccc2)nnc1SCC(=O)NC1CC1
→ i	0.09
- Cc1ccc2[nH]c(C)c(CC(=O)NCc3ccccc3)c2c1
→ i	-2.2
- CC(C)(C)SCCNC(=O)c1ccc(Cl)c(S(=O)(=O)N2CCOCC2)c1
→ i	-0.02
- COc1ccc(Oc2ccc(N/C=C/C(=O)C(C)(C)C)cc2)cc1
→ i	-0.11
- CCOC(=O)N1CCN(C(=O)CSc2ccc(-c3cccc(OC)c3)nn2)CC1
→ i	-0.51
- O=C(CCNS(=O)(=O)c1cccc2nonc12)NC1CCCc2ccccc21 (stereo not given)
→ i	x
- CCN(CC)CCNC(=O)C1CCC(=O)N1CCc1ccccc1 (stereo not given)
→ i	-0.88
- CCC(=O)c1ccc(OCc2ccc(C(=O)OC)o2)c(OC)c1
→ i	-0.76
- Cc1ccc(S(=O)(=O)N2CCCC2C(=O)Nc2nc3ccccc3s2)cc1 (stereo not given)
→ i	1.6
- CCOC(=O)N1CCN(c2cc(=O)n(-c3cccc(Br)c3)c(=O)[nH]2)CC1
→ i	1.1
- Cc1ccc(S(=O)(=O)c2nc(-c3cccs3)oc2NCc2cccnc2)cc1
→ i	-0.34
- O=C1CCN(CCc2ccccc2)CCN1[C@H](COc1ccccc1)Cc1ccccc1
→ i	1.1
- Cc1ccc2oc(NC(=O)N3CCOCC3)cc(=O)c2c1
→ i	0.61
- O=S(=O)(c1ccc2c(c1)OCCO2)N1CCC(O)(c2ccc(Cl)cc2)CC1
→ i	-0.45
- COC(=O)N/N=C/c1cn(CCOc2ccccc2OC)c2ccccc12
→ i	-1.3
- Cc1ccc(C(=O)NCCc2ccccn2)cc1S(=O)(=O)N1CCOCC1
→ i	-1.1
- Cc1c(NC(=O)CSc2nc3ccccc3[nH]2)c(=O)n(-c2ccccc2)n1C
→ i	-1.2
- FC(F)(F)c1cccc(N2CCN(C(=S)NCC3CCCO3)CC2)c1 (stereo not given)
→ i	0.23
- CC(NC(=O)COC(=O)C1=COCCO1)C12CC3CC(CC(C3)C1)C2 (stereo not given)
→ i	-1.5
- CCCn1c(SCC(=O)NC(C)C)nc2sc3c(c2c1=O)CCC3
→ i	0.78
- O=C(Cc1ccc(F)cc1)Nc1ccccc1N1CCCC1
→ i	-5.4*
- O=C(Nc1ccncc1NC(=O)c1cccc([N+](=O)[O-])c1)c1cccc([N+](=O)[O-])c1
→ i	2.1
- O=[N+]([O-])c1ccccc1CSc1nnc2ccccn12
→ i	0.04
- COc1cc(C)nc(N2CCC(C(=O)NCC3CCCO3)CC2)n1 (stereo not given)
→ i	0.11
- Cc1ccccc1Cn1nc(C)c(NC(=O)C2(C)CC2(Cl)Cl)c1C (stereo not given)
→ i	-0.17
- CCOc1ccc(OCC)c(NC(=O)C2CCCN(S(=O)(=O)c3c(C)n[nH]c3C)C2)c1 (stereo not given)
→ i	0.26
- COc1ccc(O)c(/C=N/NC(=S)Nc2cccnc2)c1
→ i	-0.68
- CCc1ccc(C(=O)COC(=O)c2cccc(N3C(=O)c4c(C)nc5ccccc5c4C3=O)c2)cc1
→ i	1.3
- CC1CC(C)CN(CCCNC(=O)C2CCC(=O)N2C2CCCC2)C1 (stereo not given)
→ i	1.7
- CCN(CCCNC(=O)CCNC(=O)Cn1ccc2ccccc2c1=O)c1ccccc1
→ x	0.86
- O=C(Cc1ccc(Cl)cc1)N/N=C/c1ccncc1
→ i	0.3
- Cc1[nH]c2ccccc2c1C(=O)CSc1nncn1C
→ i	1.4
- Cc1[nH]n(-c2ccccc2)c(=O)c1N=Nc1nccs1
→ i	-0.25
- CC1(C)Cc2c(sc3nc(-c4ccccc4)n(N)c(=O)c23)CO1
→ i	0.53
- COc1cccc(CNC(=O)c2ccc(S(=O)(=O)N3CCCC3)cc2)c1
→ i	0.4
- Cc1noc(C)c1CSCC(=O)NCCN1C(=O)S/C(=C\c2ccccc2F)C1=O
→ i	-0.24
- CC(C)C(=O)NC(NC(=S)Nc1cccc2cccnc12)C(Cl)(Cl)Cl (stereo not given)
→ i	2
- CN(C)C=Nc1ccc(Cl)c(Cl)c1
→ i	0.02
- CSC(=S)N/N=C(\C)c1ccc(Br)cc1
→ i	-0.01
- Cc1cc(C)cc(NC(=O)COC(=O)CN=C2NS(=O)(=O)c3ccccc32)c1
→ i	-0.81
- O=C(COc1ccccc1)NC1CCN(Cc2ccccc2)CC1
→ i	-0.16
- Cn1c(=O)n(C)c2cc(NC(=O)c3cc4ccccc4o3)ccc21
→ i	-0.74
- O=C(O)Cn1nnnc1SCC(=O)Nc1ccc(OC(F)(F)F)cc1
→ i	0.31
- Nn1c(SCC(=O)NCCC2=CCCCC2)nnc1C1CCCCC1
→ i	-0.67
- N#Cc1cncc(C#Cc2ccccc2)c1
→ i	-0.21
- O=C(O)c1c(NC(=O)c2cccc3ccccc23)sc2c1CCC2
→ i	0.68

From PubChem BioAssay
